# Source: PubChem BioAssay (National Center for Advancing Translational Sciences (NCATS))
# Tau fluor cs: Counterscreen qHTS for Inhibitors of Tau Fibril Formation, Fluorescence Polarization | tau K18 P301L Alexa594 fluorescence, heparin fibrillization | AID 1463, 2008 | Potency, µM (highest dose often 57.7 µM), inactives show top-dose activity change, negative = decrease | actives 0.93% (n = 280,000); further: on the % scale 0 is the no-effect control and ±100 the full control effect; nearly all actives have a fitted effect of over 55% in size
#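 Human K18 P301L tau (15 uM unlabeled plus 0.24 uM Alexa 594-labeled, final) in 100 mM sodium acetate pH 7 was mixed with compound and 20 uM heparin and incubated 6 hr at 37 C.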
# Tau fibril ThT: qHTS for Inhibitors of Tau Fibril Formation, Thioflavin T Binding; Microtubule-associated protein tau (Homo sapiens), P10636; recombinant tau K18 P301L, heparin-induced fibrillization, ThT fluorescence; Potency, µM (highest dose often 57.4 µM), inactives show top-dose activity, negative = inhibition, usual class: inhibitors; actives 2.1% (n = 270,000); AID 1460, 2008; further: on the % scale 0 is the no-effect control and ±100 the full control effect; nearly all actives have a fitted effect of over 55% in size
# Target sequence (P10636 561-689 P618L limits assumed): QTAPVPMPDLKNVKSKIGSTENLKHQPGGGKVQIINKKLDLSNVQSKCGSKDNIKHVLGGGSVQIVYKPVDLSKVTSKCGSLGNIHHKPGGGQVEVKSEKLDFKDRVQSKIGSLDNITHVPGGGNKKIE
#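 ThT emission at 510 nm, taken 1 hr after adding 30 uM dye, quantifies aggregates formed when 20 uM heparin acts on human tau K18 P301L for 6 hr at 37 C.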
# ALDH1A1 block: qHTS Assay for Inhibitors of Aldehyde Dehydrogenase 1 (ALDH1A1). Aldehyde dehydrogenase 1A1 (Homo sapiens), P00352. Purified ALDH1A1, NADH fluorescence, propionaldehyde substrate. Potency, µM (titrated, usually from 75.3 µM), for the others: top-dose activity, negative = inhibition, most hits filed as inhibitors. actives 7.3% (n = 220,000). AID 1030, 2008; active means well fitted inhibition curve with a large enough effect, not every such curve was filed as active; inconclusive means small, poorly fitted or top-dose-only effect, or another doubt; inactive means no such curve, though single readings can be large or run the other way;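 further: plate controls were no enzyme wells and a reference inhibitor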
# Target sequence (P00352 whole entry, looked up): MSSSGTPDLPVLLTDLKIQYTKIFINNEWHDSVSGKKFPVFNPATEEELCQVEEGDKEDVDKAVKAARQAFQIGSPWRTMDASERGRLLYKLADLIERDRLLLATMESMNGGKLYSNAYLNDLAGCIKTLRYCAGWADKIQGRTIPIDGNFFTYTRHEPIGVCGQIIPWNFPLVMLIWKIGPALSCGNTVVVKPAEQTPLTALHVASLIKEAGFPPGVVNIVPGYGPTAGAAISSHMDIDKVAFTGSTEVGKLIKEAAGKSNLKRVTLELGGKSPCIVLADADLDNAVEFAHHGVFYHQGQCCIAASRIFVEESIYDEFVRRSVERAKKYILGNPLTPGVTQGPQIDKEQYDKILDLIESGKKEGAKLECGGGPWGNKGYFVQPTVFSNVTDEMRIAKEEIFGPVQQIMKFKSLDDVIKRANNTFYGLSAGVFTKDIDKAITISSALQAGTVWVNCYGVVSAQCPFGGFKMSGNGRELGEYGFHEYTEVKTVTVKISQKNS
# HTT ATP protect: qHTS Multiplex Assay to Identify Dual Action Probes in a Cell Model of Huntington: Cytoprotection (ATP) | PC12 HTT-Q103 induced, cytoprotection, ATP luminescence, 40 h | Potency, µM (top dose mostly 56.4 µM), inactives show cytoprotection (ATP increase), most hits filed as activators | actives 0.14% (n = 230,000) | AID 1471, 2008;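 further: % of control where 0% means no effect; nearly all actives have a fitted effect of over 45% in size; toxic huntingtin expression switched on by the ecdysone agonist tebufenozide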
#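 Compounds added alongside 100 nM tebufenozide, which induces toxic Q103 huntingtin exon 1-GFP in stable PC12 cells; surviving cells quantified by luminescent ATP measurement. Medium: phenol red-free DMEM, 5% equine and 5% calf serum.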
# JMJD2E inh: qHTS Assay for Inhibitors of Human Jumonji Domain Containing 2E (JMJD2E) | Lysine-specific demethylase 4E (Homo sapiens), B2RXH2 | JMJD2E catalytic domain, FDH-coupled NADH fluorescence (FDH is formaldehyde dehydrogenase) | Potency, µM (top dose mostly 57.1 µM), for inactives: top-dose activity change, negative = inhibition, hits mostly inhibitors | actives 1.6% (n = 230,000); active means well fitted inhibition curve with a large enough effect, not every such curve was filed as active; inconclusive means small, poorly fitted or top-dose-only effect, or another doubt; inactive means no such curve, though single readings can be large or run the other way;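 further: 0% = wells with enzyme and -100% = buffer wells without enzyme; nearly all actives have a fitted effect of over 50% in size; many of its hits are not listed in these tables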
# Target sequence (B2RXH2 1-337 limits assumed): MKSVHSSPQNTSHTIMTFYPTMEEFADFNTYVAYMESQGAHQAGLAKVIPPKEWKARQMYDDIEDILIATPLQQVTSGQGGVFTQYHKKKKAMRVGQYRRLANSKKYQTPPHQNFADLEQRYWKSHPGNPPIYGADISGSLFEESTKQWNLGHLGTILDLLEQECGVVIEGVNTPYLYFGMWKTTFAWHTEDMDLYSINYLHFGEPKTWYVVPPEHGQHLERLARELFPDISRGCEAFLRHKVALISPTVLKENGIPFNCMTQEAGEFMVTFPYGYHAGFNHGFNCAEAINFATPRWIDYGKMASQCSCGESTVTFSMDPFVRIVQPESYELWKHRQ
# SMN2 splice enh: qHTS Assay for Enhancers of SMN2 Splice Variant Expression; AID 1458, 2008; HEK293 SMN2-luciferase splicing reporter, luminescence, 30-36 h; Potency, µM (titrated, usually from 46.1 µM), without a hit: at the top dose activity change, positive = activation, usual class: activators; actives 2.8% (n = 210,000); further: % of control where 0% means no effect; nearly all actives have a fitted effect of over 55% in size
#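 HEK293 cells carry an SMN2 minigene-luciferase reporter in which exon 7 inclusion puts luciferase in frame. Cells were seeded at 2000 cells/well, attached for 10-12 hours, then exposed to compounds for 30-36 hours at 37C before ONE-Glo luminescence.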
# Tau fibril FP: qHTS for Inhibitors of Tau Fibril Formation, Fluorescence Polarization; actives 0.39% (n = 280,000); Microtubule-associated protein tau (Homo sapiens), P10636; AID 1468, 2008; K18 P301L tau heparin fibrillization, Alexa594 FP, 6 h; Potency, µM (highest dose often 57.7 µM), for the others: at the top dose activity, negative = inhibition, usual class: inhibitors; further: on the % scale 0 is the no-effect control and ±100 the full control effect; nearly all actives have a fitted effect of over 55% in size
#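 Quantitative HTS format: compounds meet 15 uM recombinant K18 P301L tau and Alexa 594-tau tracer in 100 mM sodium acetate pH 7; 20 uM heparin triggers fibrillization at 37 C over 6 hr; FP gives the signal.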
# HttQ103 aggreg: qHTS Multiplex Assay to Identify Dual Action Probes in a Cell Model of Huntington: Aggregate Formation (GFP). Potency, µM (titrated, usually from 46.1 µM), for inactives: at the highest dose activity change, negative = inhibition, hits mostly inhibitors. PC12 HttQ103-GFP aggregates, Acumen cytometry, 40 h. actives 1.1% (n = 220,000); further: on the % scale 0 is the no-effect control and ±100 the full control effect; nearly all actives have a fitted effect of over 60% in size
#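 Read-out: GFP aggregate count by laser scanning cytometer (488 nm excitation, 500-530 nm emission, 1–25 µm objects >6 SD above background). Cells: PC12, inducible HTTex1-Q103-GFP, 100 nM tebufenozide; compounds titrated.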
# Starred values were filed as active, the others as inactive; u = inconclusive; x = not tested or not shown; [ ] = another dose, or the depositor's remark. Unless noted, the call rests on the fitted dose curve; in most records, active means well fitted curve in the direction sought with a large enough effect; inconclusive means small, poorly fitted or top-dose-only effect, or another doubt; inactive means no such curve, though single readings can be large; an effect the other way counts as inactive or inconclusive. Potency means the concentration at half of the fitted maximal effect. This is a subset; count on the stated rates, not on these rows.
# Order of results: ALDH1A1 block	Tau fibril ThT	HttQ103 aggreg	SMN2 splice enh	Tau fibril FP	Tau fluor cs	HTT ATP protect	JMJD2E inh
- Cc1c(NC(=O)CSc2nnc(COc3ccccc3)n2-c2ccccc2)c(=O)n(-c2ccccc2)n1C
  -6%	3%	21%	-9%	-2%	4%	21%	7%
- CC1CN(Cc2ccccc2)C(C)CC1O (stereo not given)
  13%	-7%	-3%[9.22 µM]	x	u	-8%	32%[10 µM]	11%
- FC(F)(F)c1ccccc1-c1cncnc1NCCc1cnc[nH]1
  5%	-6%	x	-18%	1%	-6%	20%	6%
- Cc1oc(-c2ccccc2)nc1C(=O)OCC(=O)NC(=O)NCC(C)C
  15%	u	15%	-5%	-3%	-7%	4%	4%
- C#CCNC(=O)C1=C[C@H](c2ccc(Br)cc2)C[C@H](OCCCCO)O1
  -5%	-13%	1%[9.22 µM]	x	-11%	-8%	-6%[10 µM]	-20%
- O=S(=O)(c1ccc(Cl)nc1)N1CCCc2ccccc21
  4%	-3%	21%	0%	8%	-2%	-16%[10 µM]	3%
- O=C(Nc1nc(-c2ccccn2)cs1)c1ncc(Cl)c(Cl)c1Cl
  1%	u	u	-10%	-1%	-23%	-37%	-3%
- COc1ncnc2c1oc1ccccc12
  -3%	u	-10%[9.22 µM]	x	-19%	-20%	1%[10 µM]	-14%
- O=C(c1ccco1)N1CCN(c2cc(=O)n(-c3ccc(Cl)cc3)c(=O)[nH]2)CC1
  -7%	-12%	8%	18%	2%	3%	21%[10 µM]	-2%
- O=C(c1ccc(COc2ccccc2Cl)o1)N1CCCC1
  -7%	-12%	-14%	2%	0%	-1%	-6%	0%
- CC(C)c1ccccc1NC(=O)CCCC(=O)O
  -2%	-8%	-1%	1%	-2%	2%	7%[10 µM]	-4%
- Cn1c(=O)c(=O)n(C)c2cc(S(=O)(=O)N3CCOCC3)ccc21
  u	-11%	-5%	21%	-8%	-7%	13%	u
- Nc1nc(COc2ccc(Cl)cc2)cs1
  1%	2%	5%	24%	-2%	7%	-59%[inhibitor]	-3%
- C=CCC1C=CC(Oc2ccc(OC)cc2)C(CO)O1 (stereo not given)
  8%[13.5 µM]	-14%[11.5 µM]	x	x	-2%[11.6 µM]	-12%[11.6 µM]	10%[10 µM]	x
- O=C(CSCc1ccccc1)Nc1cccc(F)c1
  4%	-9%	-12%	16%	-5%	-16%	2%[10 µM]	2%
- N/C(=N\OC(=O)Nc1ccccc1)c1ncc([N+](=O)[O-])s1
  x	u	7%[9.22 µM]	x	11%	-16%	-17%[10 µM]	1%
- Cc1ccc(Nc2ncc(C(=O)Nc3ccc(F)cc3F)c3ccccc23)cc1Cl
  x	-1%	x	3%	u	u	x	x
- CCOC(=O)C/C(N)=N/N(C)c1ncc(C(F)(F)F)cc1Cl
  0%	-10%	1%	5%	4%	-18%	-34%[inhibitor]	u
- CCN(CC)S(=O)(=O)c1cc(C(=O)NC2=NCCS2)ccc1Cl
  12%	-13%	-5%	-5%	-4%	-21%	3%	5%
- Cc1ccc(CNc2ccc3nnc(-c4ccccc4)n3n2)cc1
  5%	-9%	0%	-3%	0%	-17%	x	1%
- O=C(NCCc1ccccc1)C(=O)Nc1nccs1
  -1%	-6%	-11%	u	0%	0%	43%[10 µM]	6%
- O=C(/C=C/c1ccccc1)NC(NC(=S)Nc1ccc(Cl)cc1Cl)C(Cl)(Cl)Cl (stereo not given)
  u	8%	u	-57%[inhibitor]	u	-7%	-37%[10 µM]	-8%
- O=C1C2CCCN2C(=O)N1CCN1CCN(c2ccccc2)CC1 (stereo not given)
  8%	-2%	-5%	-6%[1.84 µM]	4%	-2%	15%[10 µM]	3%
- CCCCn1c(SCC(=O)c2ccc(OCC)cc2)nc2cc(S(N)(=O)=O)ccc21
  35µM*	-15%	4%	-28%	-13%	-16%	-3%	2%
- COc1ccc(C)cc1NC(=O)C1CCCN(S(=O)(=O)c2ccc3c(c2)oc(=O)n3C)C1 (stereo not given)
  x	-1%	x	1%	4%	-20%	x	x
- Cc1cccc(Nc2nc3ccccc3s2)c1C
  4%	-11%	-12%	10µM*	-7%	-14%	x	-3%
- O=C(NCCc1c[nH]c2ccccc12)C1CCN(S(=O)(=O)c2ccccc2F)CC1
  u	-6%	-6%	-5%	7%	-16%	-25%	-12%
- CC(C)CN(C(=O)COC(=O)c1ccc2c(c1)NC(=O)CS2)C1CCS(=O)(=O)C1 (stereo not given)
  40µM*	u	18%	8%	-5%	-6%	-2%	0%
- CC(C)=CC(=O)OCC(=O)Nc1cc(C)ccc1C
  4%	-6%	21%	4%	-1%	-6%	8%	4%
- Cc1ccccc1-n1nc(C(=O)O)cc1-c1ccccc1
  u	-7%	-1%	-28%	5%	-2%	-8%	-8%
- CCOC(=O)N1CCN(C(=O)CCCn2c(=S)[nH]c3ccc(Br)cc3c2=O)CC1
  -5%	u	22%	u	u	-24%	3%	-10%
- O=c1c2cc(Br)ccc2[nH]c(=S)n1Cc1cccnc1
  0%	9%	-14%	-21%	1%	-14%	-16%	3%
- Cc1ccc(N=Cc2c(O)n(-c3nccs3)c(=O)c3ccccc23)c(C)c1
  6%	9%	-5%	-20%	9%	8%	-12%[10 µM]	1%
- CS(=O)(=O)N1CCC(C(=O)NCc2ccc3c(c2)OCO3)CC1
  12%	-5%	3%[9.22 µM]	x	4%	-3%	24%[10 µM]	4%
- Cn1c(N)c(C(=O)NCc2ccccc2Cl)sc1=S
  u	-8%	-9%	11%	-2%	-26%	-12%	1%
- O=C(NC(NCC1CCCO1)C(Cl)(Cl)Cl)c1cccc2ccccc12 (stereo not given)
  1%	-21%	3%	-16%	11%	-15%	3%[10 µM]	-6%
- COCCCNC(=O)c1ccc2c(c1)N=C(C)c1c(C)ccc(C)c1S2
  x	-10%	x	u	8%	-10%	x	x
- Cc1ccccc1CNC(=O)C(=O)Nc1nccs1
  -9%	-4%	-9%	2%	-4%	-4%	-23%	u
- O=C(O)C1CC=CCC1C(=O)NC1CCCCC1 (stereo not given)
  u	-2%	13%[9.22 µM]	x	-15%[2.34 µM]	-6%[2.34 µM]	7%[10 µM]	u
- COc1ccc(C(=O)CSc2nnc(C3CC3)n2N)cc1
  u	u	-21%	-7%	1%	-9%	-50%[inhibitor]	3%
- CCN(CC)S(=O)(=O)c1cc(F)ccc1OC
  5%	-1%	-9%	-5%	6%	2%	14%[10 µM]	u
- Cc1cn2nc(N)c3ccccc3c2n1
  u	-6%	8%[9.22 µM]	1%	-7%	1%	1%[10 µM]	2%
- C=CCn1c(SCC(=O)Nc2cc(NC(C)=O)ccc2OC)nnc1-c1cccnc1
  -7%	-3%	0%	13%	1%	0%	-7%	1%
- O=C(O)CC(SCC(=O)Nc1ccccc1)C(=O)O (stereo not given)
  u	-4%	8%	7%	7%	-2%	x	u
- CN1CCN(C2=C(Cl)C(=O)N(c3ccc(Cl)c(Cl)c3)C2=O)CC1
  25µM*	14µM*	16%	-20%	u	-28%	25%	0%
- Cc1nc(-c2cc(C#N)c(=O)[nH]c2C)cs1
  x	x	-2%[9.22 µM]	x	-2%	1%	-15%[10 µM]	u
- COc1cccc(-c2csc(N3CCN(C(=S)Nc4cccc(C)c4)CC3)n2)c1
  u	u	x	0%	-4%	u	x	-7%
- N#CCSc1nc2ccccc2c(=O)n1CCC(=O)NC1CCCCC1
  u	-5%	4%	-8%	-1%	-5%	38%	3%
- N#CCCN1CCN(Cn2c3ccccc3c3ccccc32)CC1
  7%	-1%	14%	x	-4%	-15%	2%[10 µM]	4%
- O=C(NCc1ccco1)c1nc2nc(-c3cccs3)cc(C(F)(F)F)n2n1
  u	u	8%	-25%	-5%	0%	-19%	u

# Continuation:
# Order of results: ALDH1A1 block	Tau fibril ThT	HttQ103 aggreg	SMN2 splice enh	Tau fibril FP	Tau fluor cs	HTT ATP protect	JMJD2E inh
- Cn1c(=O)oc2cc(S(=O)(=O)NCCC(=O)Nc3ccc(F)c(Cl)c3)ccc21
  x	-14%	x	-17%	2%	-27%	x	x
- Cc1ccc(-c2nnc(-c3cccs3)o2)cc1
  u	-16%	1%[9.22 µM]	13µM*	3%	-3%	u	u
- Cc1ccc2cc(CCNC(=O)c3ccc(C)c([N+](=O)[O-])c3)c(=O)[nH]c2c1
  8%	-15%	-1%	-16%	-9%	-9%	-17%[10 µM]	0%
- O=C(O)C1CCN(C(=O)COc2ccc(Br)cc2)CC1
  4%	-2%	1%	17%	-5%	-3%	-24%	6%
- O=c1[nH]n(-c2ccc(Cl)cc2)c(=O)c(Cl)c1Cl
  u	-10%	u	-12%	-5%	-6%	-11%	-26%
- COc1cccc(-n2c(SCC#N)nnc2-c2cnccn2)c1
  3%	-4%	-11%	0%	10%	-1%	-5%	-3%
- COc1cc(-c2ccccc2)nc(N)n1
  u	-17%	6%	1%	7%	-10%	-16%[10 µM]	-6%
- COC(=O)c1cc2occc2n1Cc1ccc(Cl)cc1
  -11%	u	6%[9.22 µM]	-5%	u	-26%	u	-7%
- CC(C)Cc1nc2oc3c(Cl)ncnc3c2c2c1CCCC2
  x	-15%	25%[9.22 µM]	x	-8%	-13%	-13%[10 µM]	1%
- CC(C)C(NC(=O)C(NC(=O)C1O[C@@H]2OC(C)(C)O[C@@H]2[C@H]2OC(C)(C)O[C@@H]12)C(C)C)C(=O)O (stereo not given in full)
  12%	7%	1%	x	-4%	-1%	-17%	11%
- Cn1cccc1/C=N/NC(=O)Cn1cnc2ccccc21
  -9%	-5%	1%	-14%	-2%	-2%	28%	10%
